# Bioassay records (PubChem BioAssay)
# TRAIL sens C8: sensitizes caspase-8 expressing cells to TRAIL; hit rate 1% among 360,000; NB7+C8 cells + TRAIL, ATPlite viability luminescence; inhibition (viability loss, TRAIL sensitization), % at 10 µM;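 active means compounds causing at least 50% loss of cell viability in the single-dose screen, relative to plate controls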
# NR2E3 ag-1: NR2E3 (human) agonism | GST-NR2E3/biotin-RetCOR TR-FRET, 1536-well | Q9Y5X4 | hit rate 0.12% among 320,000 | inhibition of corepressor binding, % at 4.78 µM | AID 2300;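 active means percent inhibition above the cutoff of mean plus 3 SD of all tested compounds, set per screening campaign, cut at about 20% in these data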;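 further: 0% = DMSO wells and 100% = biotin wells as full block of FRET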
# Target sequence (Q9Y5X4 whole entry, looked up): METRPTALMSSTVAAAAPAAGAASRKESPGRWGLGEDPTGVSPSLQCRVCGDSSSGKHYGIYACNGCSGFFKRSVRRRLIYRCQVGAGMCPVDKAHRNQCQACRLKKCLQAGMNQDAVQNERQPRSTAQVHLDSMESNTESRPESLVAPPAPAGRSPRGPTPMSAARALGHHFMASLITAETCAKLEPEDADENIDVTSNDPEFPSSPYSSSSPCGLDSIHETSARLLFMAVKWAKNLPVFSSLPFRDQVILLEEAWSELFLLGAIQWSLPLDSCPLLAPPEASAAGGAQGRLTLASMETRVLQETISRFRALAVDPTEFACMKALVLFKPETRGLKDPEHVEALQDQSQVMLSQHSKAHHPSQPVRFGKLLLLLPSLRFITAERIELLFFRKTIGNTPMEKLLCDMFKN
#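 System: GST-tagged NR2E3 plus biotinylated RetCOR corepressor; Amount: 1.35 nM GST-tagged NR2E3 final; Dosing: single nominal compound dose of 4.8 µM; Schedule: 5 h incubation at 4 °C; Technique: TR-FRET with europium anti-GST and streptavidin-D2, 340 nm excitation; Controls: biotin wells as high control, 0.6% DMSO wells as low control.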
# Shn3 3UTR inh: reduces Shn3 3'UTR luciferase signal in osteoblasts; Clone20 osteoblast Shn3 3'UTR firefly luciferase, 24 h; inhibition, % at 12.5 µM; hit rate 0.52% among 360,000;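 active means mean inhibition of at least 75% with every replicate also reaching 75%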;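 further: 0% = median of neutral control wells and 100% = pilot-screen positive control compound; some compounds past the cut are filed as inactive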
# CF NFkB block: blocks PAF-induced NF-kB reporter in cystic fibrosis cells. inhibition, % at 5 µM. hit rate 0.86% among 360,000. KKLEB NF-kB-GFP reporter, GFP fluorescence overnight;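 active means at least 50% inhibition at 5 µM, scaled per plate between neutral and stimulator controls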;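 further: PAF is a Pseudomonas aeruginosa culture filtrate used as stimulus; plate controls were PAF-stimulated DMSO wells for no effect and unstimulated DMSO wells for full effect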
# MITF TRPM1 inh: reduces MITF-dependent TRPM1 promoter luciferase signal; hit rate 0.83% among 330,000; inhibition, % at 12.5 µM; SK-MEL-5 TRPM1 promoter luciferase, 24 h;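 active means mean inhibition across replicates of 60% or more, whatever share of single replicates reaches that level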; further: values of inactives mirror those of a sister screen read the other way
# EBV LMP1 NFkB: inhibitors of Epstein-Barr LMP1-induced NF-kappaB reporter | LMP1-induced NF-kappaB luciferase reporter cells, luminescence | inhibition, % at 12.5 µM | hit rate 0.69% among 350,000; in the data active means inhibition above about 41%;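 further: 0% = neutral control wells and 100% = reference inhibitor control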
# HIF-2a inh: HIF-2a inhibition; 786-0 RCC cells HIF-2a reporter, luciferase luminescence, overnight; hit rate 0.72% among 360,000; inhibition, % at 18.8 µM; AID 624352;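 active means inhibition of the luminescence signal of 40% or more relative to plate controls, in a single-dose primary screen at 18.75 µM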
# iPSC survival up: enhancers of human iPSC single-cell survival; hit rate 0.044% among 360,000; survival enhancement, % at 20 µM; hiPSC single-cell survival, ATPlite luminescence; 100% = ROCK inhibitor wells, 0% = DMSO; in the data active means survival enhancement above about 18%;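 further: cells exposed to compounds for 16 hours before the ATP read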
# NR2E3 ag-2: agonists of human NR2E3 nuclear receptor; Q9Y5X4; CHO-S Gal4-NCOR/VP16-NR2E3 two-hybrid, luciferase; inhibition of corepressor binding, % at 3.98 µM; hit rate 0.35% among 360,000; AID 602229;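 active means inhibition above the mean of all tested compounds plus 3 SD, cut at about 70% in these data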;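 further: 0% = DMSO with NR2E3 transfected cells and 100% = cells lacking NR2E3 construct; higher means lower luciferase signal from less NR2E3 corepressor binding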
# Peg3 promoter: reduces Peg3 promoter-driven luciferase expression in HeLa. inhibition, % at 20 µM. HeLa PEG-Prom luciferase reporter, luminescence, overnight. hit rate 1.7% among 360,000. AID 588405;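 active means inhibition of at least 50% at 20 µM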
# KKLEB cytotox: CF airway cell cytotoxicity counter-screen; KKLEB CF airway cells viability, ATPlite luminescence, overnight; hits give low values; cells stimulated with P. aeruginosa culture filtrate; activity change (cytotoxicity), % at 5 µM; hit rate 0.36% among 360,000; AID 602141;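 active means corrected activity change at or below -50% at 5 µM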
# * hit, by the source's call; · = no result given. Only part of the results is shown. The share of hits here may be higher or lower than overall.
No.	compound	CF NFkB block	HIF-2a inh	EBV LMP1 NFkB	KKLEB cytotox	TRAIL sens C8	Peg3 promoter	MITF TRPM1 inh	NR2E3 ag-1	iPSC survival up	Shn3 3UTR inh	NR2E3 ag-2
1	O=C(NN=C1c2ccccc2-c2ccccc21)c1ccccc1	-22	-14	0	-2	13	-7	2	-1	-0.3	5	-8
2	c1csc(C2=Nn3c(nnc3-c3ccncc3)SC2)c1	66*	-1	-1	-16	4	-12	-13	-1	14	24	-5
3	CC(/C=N\NC(=O)c1ccc(C)nc1)=C\c1ccccc1	8	-60	-4	0	20	-54	-37	0	-3.1	-56	-34
4	CCc1ccc(CN2CCCC(CNC(=O)c3cc(OC)cc(OC)c3)C2)cc1 (configuration not stated)	0	4	-23	-7	13	4	5	6	-0.6	-47	2
5	Cc1csc(=Nc2ccccc2)n1C	-2	-42	8	7	1	-33	-6	-4	-1.1	-17	-3
6	Cc1ccc2[nH]c3c(=O)n(CC(=O)NCCCN4CCN(c5ccc(F)cc5)CC4)ncc3c2c1	-10	13	3	6	16	31	-11	1	0.0	30	1
7	O=C(CNC(=S)NC(=O)c1ccc(Cl)cc1)c1ccccc1	1	-79	-16	-4	-14	-49	-16	-1	0.7	-25	7
8	C=CCOc1ccc(/C=N/NC(=O)CC(=O)NC2CCCCC2)cc1	-10	9	-5	1	-11	-12	-3	8	0.7	4	-37
9	Cc1cccc(C)c1OCC(=O)Nc1ccccc1N1CCCCC1	29	22	2	-26	10	44	7	-3	-0.2	16	-7
10	CCc1cccc2c(C(=O)CN3C(=O)C(=O)N(C4CCCC4)C3=O)c[nH]c12	-10	-7	3	16	7	-30	5	1	0.3	-3	-14
11	CC(C)(C)C(=O)N1CCC(O)(CS(=O)(=O)Cc2ccccc2)CC1	-2	13	-3	5	-6	-12	2	-4	0.7	-4	-5
12	CCCCSc1nnc(-c2cc3c(C(F)(F)F)nn(C)c3s2)n1C	-3	-2	-5	1	-10	1	-9	3	5.5	9	-8
13	Cc1ccc(Cc2c(-c3ccco3)nc3ccc(C)cn23)cc1	18	-250	·	7	-2	-229	·	·	-2.8	-50	-98
14	CCCc1n(CC(O)COC2CCCCC2)c2ccccc2[n+]1C (configuration not stated)	16	11	-2	10	5	3	5	6	-1.0	11	-12
15	COc1ccc(OC)c(S(=O)(=O)Nc2cc3c4c(c2)C(C)C(=O)N4CCC3)c1 (configuration not stated)	-1	16	-10	6	6	-18	1	0	0.9	-7	-14
16	CCC(C)Sc1nnc(NC(=O)C2CCN(C(=O)c3ccco3)CC2)s1 (configuration not stated)	-10	26	-1	2	-2	-5	1	4	-0.5	0	19
17	Cc1ccc2nc(Cl)c(C3CC(c4cccs4)=NN3C(=O)CCC(=O)O)cc2c1 (configuration not stated)	-17	-35	10	-4	2	-10	4	6	1.1	-7	-32
18	CCc1ccc(-c2nc(CS(=O)CC(=O)NC3CC3)c(C)o2)cc1 (configuration not stated)	-22	-6	3	4	8	-23	8	-2	-0.6	-23	23
19	CNC(=O)C1C2C=CC3(O2)C1C(=O)N(CCOC)C3C(=O)NCc1ccc(OC)cc1 (configuration not stated)	-8	12	-6	7	1	-8	5	6	1.3	4	-17
20	CCOC(=O)c1[nH]c2ccccc2c1NC(=O)C1CCCCC1	5	4	-6	-14	0	20	6	-2	3.2	5	0
21	O=c1c(OC2OC(CO)C(O)C(O)C2OC2OC(CO)C(O)C(O)C2O)c(-c2ccc(O)cc2)oc2cc(O)cc(O)c12 (configuration not stated)	-9	4	0	11	-12	23	0	3	2.0	10	-3
22	CCC(=O)c1ccc(OCC(=O)OCC(=O)N(C)CC(=O)Nc2ccc(F)cc2)cc1	4	8	-5	12	-4	-5	1	0	-0.5	-21	18
23	CCCN(c1ccc(OCC)cc1)S(=O)(=O)c1ccc2c(c1)CCN2C(=O)CCC(=O)O	9	21	5	11	6	13	4	4	1.7	8	12
24	Cc1ccc(CC(=O)Nc2cccc(S(=O)(=O)N3CCOCC3)c2)cc1	-9	10	0	4	-10	11	2	2	0.6	15	-9
25	O=C(NCCc1ccc(Cl)cc1)c1cnccn1	-12	-15	1	3	-7	-25	-1	4	0.6	-4	-12

# Molecules shown so far that contain an aryl thioether with sulfur outside any ring, in the order listed:
No.	compound	CF NFkB block	HIF-2a inh	EBV LMP1 NFkB	KKLEB cytotox	TRAIL sens C8	Peg3 promoter	MITF TRPM1 inh	NR2E3 ag-1	iPSC survival up	Shn3 3UTR inh	NR2E3 ag-2
12	CCCCSc1nnc(-c2cc3c(C(F)(F)F)nn(C)c3s2)n1C	-3	-2	-5	1	-10	1	-9	3	5.5	9	-8
16	CCC(C)Sc1nnc(NC(=O)C2CCN(C(=O)c3ccco3)CC2)s1 (configuration not stated)	-10	26	-1	2	-2	-5	1	4	-0.5	0	19

# Filtered by structure: those above with a Cl atom.
No.	compound	CF NFkB block	HIF-2a inh	EBV LMP1 NFkB	KKLEB cytotox	TRAIL sens C8	Peg3 promoter	MITF TRPM1 inh	NR2E3 ag-1	iPSC survival up	Shn3 3UTR inh	NR2E3 ag-2
7	O=C(CNC(=S)NC(=O)c1ccc(Cl)cc1)c1ccccc1	1	-79	-16	-4	-14	-49	-16	-1	0.7	-25	7
17	Cc1ccc2nc(Cl)c(C3CC(c4cccs4)=NN3C(=O)CCC(=O)O)cc2c1 (configuration not stated)	-17	-35	10	-4	2	-10	4	6	1.1	-7	-32
25	O=C(NCCc1ccc(Cl)cc1)c1cnccn1	-12	-15	1	3	-7	-25	-1	4	0.6	-4	-12

# A portion from further up, for reference:
No.	compound	CF NFkB block	HIF-2a inh	EBV LMP1 NFkB	KKLEB cytotox	TRAIL sens C8	Peg3 promoter	MITF TRPM1 inh	NR2E3 ag-1	iPSC survival up	Shn3 3UTR inh	NR2E3 ag-2
24	Cc1ccc(CC(=O)Nc2cccc(S(=O)(=O)N3CCOCC3)c2)cc1	-9	10	0	4	-10	11	2	2	0.6	15	-9
25	O=C(NCCc1ccc(Cl)cc1)c1cnccn1	-12	-15	1	3	-7	-25	-1	4	0.6	-4	-12

# Later entries.
No.	compound	CF NFkB block	HIF-2a inh	EBV LMP1 NFkB	KKLEB cytotox	TRAIL sens C8	Peg3 promoter	MITF TRPM1 inh	NR2E3 ag-1	iPSC survival up	Shn3 3UTR inh	NR2E3 ag-2
26	O=C(NCC1CCCO1)C1CCN(C(=O)c2ccc(Cl)cc2)CC1 (configuration not stated)	11	12	-7	-8	8	6	11	-2	0.0	0	3
27	NS(=O)(=O)c1ccc(CNS(=O)(=O)c2cc(C(=O)O)ccc2Cl)cc1	-10	23	-3	-4	-1	-9	5	1	-4.2	7	1
28	COc1cccc(N2CCN(C(=O)c3ccc(CSc4nc5ccncc5[nH]4)cc3)CC2)c1	-8	-14	12	5	11	-1	27	0	1.6	63	20
29	CCCCOC(=O)c1ccc(NC(=S)NC(=O)c2c(Cl)cnn2C)cc1	2	7	6	-9	5	-43	3	1	-0.2	13	-33
30	CC(C)(C)n1cnc(C(N)=O)c1N	-3	13	3	3	24	-5	9	1	0.6	-10	8
31	CN=C(C)c1c(O)c2ccccc2oc1=O	0	-64	-5	-2	-15	-38	-20	1	-2.6	-19	16
32	CC(=O)NC(c1ccccc1)c1nc(-c2cccc(C#N)c2)cs1 (configuration not stated)	-10	2	·	5	-20	15	·	·	-0.9	6	-22
33	COc1cc2oc(=O)ccc2cc1[C@H](O)[C@@H](O)C(C)(C)O	-6	10	0	-5	12	-9	4	2	-1.0	20	-39
34	COC(=O)c1cc2ccc(OC)c(OC)c2c(=O)s1	-12	-20	1	10	0	-19	-17	-2	2.9	4	8
35	O=C(C/C=N/OCc1c(Cl)cccc1Cl)c1ccccc1	-1	-79	-7	10	2	-44	-14	-1	2.4	-36	-20
36	Nc1ncc(Br)cc1S(=O)(=O)Nc1ccccc1F	-6	5	-2	6	9	1	-11	2	-0.3	-12	21
37	CC(=O)c1ccc(NC(=S)NCCc2cccc(Cl)c2)cc1	2	-312	-29	-7	-4	-264	-71	3	-0.8	-6	-114
38	Cc1nnc(-n2cnc3ccccc32)c2ccccc12	16	17	3	-2	-15	4	11	0	0.6	-12	-25
39	O=C(CCCN1C(=O)/C(=C\c2cccc(Br)c2)SC1=S)Nc1ccc(C(=O)O)cc1	28	3	-3	9	-4	-12	·	·	-2.7	13	-25
40	COc1ccccc1-c1ccc(SCC(=O)Nc2cc(C)on2)nn1	6	6	2	5	-14	16	6	5	-0.6	-10	-3
41	COc1cccc(N(C(C)=O)c2nc(C)cc(C)c2C#N)c1	-6	8	0	8	-12	11	7	-1	2.1	-6	-6
42	O=C(OCc1csc(-c2ccccc2)n1)c1cccs1	-30	-240	-24	20	5	-249	-31	4	-1.9	-46	-96
43	CCOC(=O)CC(=O)CSc1nc2c(cc1C#N)CCC2	-8	-23	13	3	8	-34	-2	0	0.7	-12	-10
44	CCC(C)NC(=O)c1ccc2c(Cl)c3c(nc2c1)CCC3 (configuration not stated)	4	-331	-8	-11	41	-242	-53	3	-0.8	-82	-22
45	O=C(O)CCN1C(=O)C2C3C=CC(C2C1=O)C1C(=O)N(CCC(=O)O)C(=O)C31 (configuration not stated)	-1	15	·	-6	21	-2	-16	·	0.3	18	31
46	COc1ccc(Nc2cc(C)nc(-n3nc(C)cc3C)n2)cc1	21	-41	29	-23	-15	-12	26	-4	4.5	15	44
47	CC(NC(=O)c1cc(F)c(F)cc1Cl)c1ccncc1 (configuration not stated)	11	12	1	-6	1	8	4	0	-0.6	-3	-8
48	CCC1CCCCN1Cc1ccc(CNC(=O)CCc2nnc3ccc(N4CCCCC4)nn23)o1 (configuration not stated)	-2	-4	0	8	8	-15	4	-2	-0.1	-9	-6
49	CCC(C)C(=O)Nc1nnc(SCC(=O)Nc2ccc(F)cc2)s1 (configuration not stated)	-3	7	-17	6	3	9	8	-1	-1.8	7	-4
50	O=C(/C(N=Nc1cccc([N+](=O)[O-])c1)=C(/O)c1ccc(Br)cc1)C(F)(F)F	51*	-161	·	-58*	7	-29	·	2	0.0	61	24
51	Cc1nc(CNS(=O)(=O)c2ccc(F)cc2)cs1	-10	10	2	0	-8	5	4	·	0.7	-9	-11
52	C=CCN(Cc1nc(-c2ccccc2)no1)C(=O)c1ccco1	-2	-9	4	-8	-2	-6	-5	0	0.2	8	-6
